Screening results from PubChem.
SSB-PriA inh – K. pneumoniae PriA-SSBct interaction inhibition; actives 0.6% (n = 430,000); AlphaScreen SSBct-PriA binding, biotinylated peptide; inhibition, % at 33 µM; in the data active = inhibition mostly above about 37%, no sharp cut-off; inactive = mostly below about 20%;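 also: plate controls were negative control peptide for no effect and reference peptide for full effect; strong numbers were not always called active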
* hit, by the source's call; & = joins results of further samples. The list is partial (hit frequency here may not be typical).

Preview, three compounds:
Compound	SSB-PriA inh
COc1cc(C)c(C)cc1S(=O)(=O)NCC1CCN(c2ccccn2)CC1	1.0
COc1ccc(NC(=O)Cc2csc(Nc3ccc(S(C)(=O)=O)cc3)n2)c(OC)c1	-2.0&0.0
O=C(Cn1nc(C2CC2)c2cnn(-c3cccc(Cl)c3)c2c1=O)NCc1ccco1	2.0

Main list (from the top)
Compound	SSB-PriA inh
COc1cc(C)c(C)cc1S(=O)(=O)NCC1CCN(c2ccccn2)CC1	1.0
COc1ccc(NC(=O)Cc2csc(Nc3ccc(S(C)(=O)=O)cc3)n2)c(OC)c1	-2.0&0.0
O=C(Cn1nc(C2CC2)c2cnn(-c3cccc(Cl)c3)c2c1=O)NCc1ccco1	2.0
COc1cccc(CSc2nc(C)c(CC(=O)NCc3ccccn3)c(=O)[nH]2)c1	0.0
O=C(NCC1CCN(Cc2cccs2)CC1)C(=O)Nc1ccc(C(F)(F)F)cc1	-14.0
COc1ccc(N2CCCS2(=O)=O)cc1N	-19.0&-13.0
O=C(NCCc1csc(-n2cccn2)n1)c1cnccn1	-18.0
Cc1ccc(/C=C/S(=O)(=O)NCCn2ccnc2-c2ncccn2)cc1	20.0

Further structures follow.
Compound	SSB-PriA inh
O=C(COc1cccc2ccccc12)NN=Cc1ccncc1	1.6
CCCCNC(=S)N(C)N=Cc1c(C)[nH]c2ccccc12	5.4
CCOc1ccc(NC(=O)NC[C@H](O)c2sccc2C)cc1	-10.0
O=C(Nc1cccc(Cl)c1)N1CCn2cccc2[C@H]1c1cccs1	4.0
CC(=O)N1c2ccccc2CC1C(=O)O (stereo not drawn)	7.0
CCOc1ccc2ccccc2c1C(=O)NC[C@H](OC)c1ccsc1	-10.0
O=C(Cn1cc(S(=O)(=O)N2CCOCC2)ccc1=O)NCc1ccccc1Cl	-7.0
Cc1nn(S(=O)(=O)c2ccc3c(c2)CCCC3)c(C)c1S(=O)(=O)N1CCCC(C)C1 (stereo not drawn)	-4.0

Next part
Compound	SSB-PriA inh
CC(C)COc1cccc(OCC(=O)O)c1	14.0
COc1cc2[nH]c3c(=O)n(CC(=O)NCCC4=CCCCC4)cnc3c2cc1OC	0.0
COCCCN1CC2=C(C1=O)C(c1ccc(Cl)c(Cl)c1)NC(=O)N2 (stereo not drawn)	-2.0
CCS(=O)(=O)c1cccc(C(=O)Nc2nc3c(C)c(Cl)ccc3s2)c1	-2.0
CCCCS(=O)(=O)N1CCC(COCc2ccc(F)cc2)CC1	-10.0
CC(C)C(=O)Nc1ccc(C(=O)NCCNC(=O)c2ccc(C(C)(C)C)cc2)cc1	0.0
Cc1c(Cl)ccc2sc(N(Cc3ccccc3)C(=O)c3ccn(C)n3)nc12	-5.0
Cc1ccc(C2C(S(C)(=O)=O)=C(O)C(=O)N2c2ccccc2)cc1 (stereo not drawn)	-6.5

(next part)
Compound	SSB-PriA inh
CC(C)(C)NC(=O)N1CCC(CNC(=O)c2cncc(Br)c2)CC1	-10.0
CC1CC(=NNC(=O)CCc2ccc(S(=O)(=O)N3CCOCC3)cc2)CC(C)(C)C1 (stereo not drawn)	-6.2
O=C(Nc1cccnc1)c1cccn(Cc2ccccc2Cl)c1=O	-9.0
Cn1nnc2c(Cl)ncnc21	-7.0
CC(Oc1cccc(F)c1)C(=O)N1CCN(c2ccc3nnc(-c4ccco4)n3n2)CC1 (stereo not drawn)	-10.0
Cc1ccc(CNc2nccn(-c3cccc(Cl)c3C)c2=O)cc1	46.0*
CC(C)(C)C(=O)N1CCc2ccc(NS(=O)(=O)c3cccc(F)c3)cc21	3.0
COc1ccc(S(=O)(=O)N2CCC(c3nc(-c4ccc(F)cc4)no3)CC2)cc1	-2.0

Continuation.
Compound	SSB-PriA inh
O=C(NN=Cc1ccccn1)C1COc2cc3ccccc3cc2O1 (stereo not drawn)	-0.8
S=c1[nH]nc(COc2ccccc2)n1N=Cc1cccc(Cl)c1Cl	2.2
COc1cc([N+](=O)[O-])cc2cc(C(=O)Nc3ccc(S(=O)(=O)N4CCCCC4)cc3)c(=O)oc12	-16.0
Cc1cn2nnc(C(=O)Nc3ccc(OC(F)(F)F)cc3)c2c(=O)[nH]1	6.0
Cc1ccc(-n2ncc3c(=O)n(NC(=O)c4ccc(S(=O)(=O)N5CCOCC5)cc4)cnc32)cc1	-5.0
Cc1cccc(NC(=O)CSc2nnc(NC(=O)COc3ccccc3)s2)c1C	-4.0
CN(C)c1ccc(C(CNC(=O)C(=O)Nc2ccccc2F)N2CCCC2)cc1 (stereo not drawn)	17.0
CCN1C(=Cc2sc(-c3ccccc3C)c[n+]2C)Sc2ccccc21	3.2

Other entries.
Compound	SSB-PriA inh
N#CC(=NNc1ccccc1)C(=N)N1CCOCC1	14.5
Cc1ccc(CC(=O)Nc2nc3ccc(S(=O)(=O)N(C)C)cc3s2)cc1C	20.0
C(=Nn1cncn1)c1ccc(N2CCOCC2)cc1	-17.8
CC(C)C(=O)Nc1ccc(-n2cnc(C(=O)NCCc3ccc(Cl)cc3)c2)nc1	10.0
O=C(CSc1cn(CCNC(=O)c2cccs2)c2ccccc12)Nc1nc2ccccc2s1	2.0
COc1ccccc1NC(=O)C(=O)NN=C(C)CC(=O)Nc1ccc(OCc2ccccc2)cc1	-4.0
CN(C)CCN(C(=O)/C=C/c1ccc2c(c1)OCO2)c1nc2ccc(F)cc2s1	-10.0
O=C1c2ccccc2-c2nn(C(=O)c3ccccc3F)c3cccc1c23	0.0

Remaining list, next part:
Compound	SSB-PriA inh
O=C(NN=Cc1ccco1)C1COc2ccccc2O1 (stereo not drawn)	-7.3
CCN1/C(=C\c2c(O)c(=O)c2=O)Sc2ccccc21	-11.0
O=C(NCc1nn(C2CCCC2)c(=O)c2ccccc12)c1cc(=O)c2ccccc2o1	2.0
COc1ccc(C=NNC(=O)CNC(=O)c2cccs2)cc1	6.9
Cn1cc(C(=O)NCC(O)c2csc3ccccc23)nn1 (stereo not drawn)	-4.0
Cc1ccc(-c2csc3nc(SCC(=O)Nc4sc5c(c4C#N)CCCCC5)n(-c4ccccc4)c(=O)c23)o1	-21.0
CCOc1ccccc1C(=O)NCCn1ccn2nccc12	1.0
CSC1CC2CCC(C1)N2C(=O)c1ccc(F)cc1Cl (stereo not drawn)	-8.0

Entries shown so far containing a CF3 group:
Compound	SSB-PriA inh
O=C(NCC1CCN(Cc2cccs2)CC1)C(=O)Nc1ccc(C(F)(F)F)cc1	-14.0
Cc1cn2nnc(C(=O)Nc3ccc(OC(F)(F)F)cc3)c2c(=O)[nH]1	6.0

The listing continues:
Compound	SSB-PriA inh
O=C(Cn1ccn2nc(-c3ccc(F)cc3)cc2c1=O)NCCC1=CCCCC1	-4.0
O=S(=O)(c1ccccc1F)N1CCN(CCn2cccn2)CC1	-7.0
Cc1c(NC=CC(=O)c2ccc(Cl)cc2)c(=O)n(-c2ccccc2)n1C	3.9
O=C(NCCn1ncc2c(N3CCCC3)ncnc21)C1(c2ccccc2)CCOCC1	-19.0
COCc1nnc(NC(=O)COc2ccc(C)cc2C(C)(C)C)s1	-8.0&23.0
Cc1ccc(C(=O)NCC(c2ccc3c(c2)CCCN3C)N2CCCCC2)cc1 (stereo not drawn)	5.0
CCC(=NNC(=O)CNc1ccc(Cl)cc1C)c1ccccc1	-19.9
CSc1ccc(CNC(=O)c2ccc3nncn3c2)cc1	-6.0

Quoted at random: two records from the list.
Compound	SSB-PriA inh
COCc1nnc(NC(=O)COc2ccc(C)cc2C(C)(C)C)s1	-8.0&23.0
O=S(=O)(c1ccccc1F)N1CCN(CCn2cccn2)CC1	-7.0

New compounds follow
mol | SSB-PriA inh
CCCCOc1ccc(C(=O)N2CCC(c3nc4ccccc4[nH]3)CC2)cc1 | 91.0*
COc1cc(C(=O)NCCc2ccc(N(C)C)cc2)cc(OC)c1OC | 14.0
Cn1nc(CNS(=O)(=O)/C=C/c2ccccc2)cc1-c1ccco1 | 11.0
CCS(=O)(=O)c1ccc(CC(=O)Nc2cc(C)no2)cc1 | -16.0
CCOC(=O)c1cnn2ccc(NC(=O)c3c(F)cccc3Cl)cc12 | 2.0
N#Cc1c(N=Cc2ccco2)oc(-c2ccccc2)c1-c1ccccc1 | -5.9
O=C(NCC1CCN(Cc2cccs2)CC1)c1ccccc1F | -8.0
Cc1ccc(S(=O)(=O)c2nc(S(=O)(=O)c3ccc(Cl)cc3)sc2N(C)C)cc1 | 0.0
O=C(Nc1cc(N2CCN(Cc3ccccc3)CC2)ncn1)[C@@H]1COc2ccccc2O1 | 17.0
O=C(NCCc1nc2ccccc2[nH]1)c1ccc(Cl)cc1 | 1.0
O=S(=O)(Nc1ccc(Br)cc1F)c1cccc(Cl)c1 | 0.0
CCOC(=O)c1c[nH]c2c(C)c(Cl)ccc2c1=O | -29.0
Cc1cc(NCCc2ccccc2)c2ccccc2n1 | 7.0
O=C(NN=C/C=C/c1ccc(Br)cc1)C(O)c1ccccc1 (stereo not drawn) | -5.2
Cn1nnnc1SCc1nc2ccccc2c(=O)[nH]1 | 12.0
CCOC(=O)c1ccc(NC(=O)CSc2nc(=O)n3ccc(C)cc3n2)cc1 | 1.0
Cc1cc(N(C)N=Cc2ccccc2)nc(-c2ccccc2O)n1 | -16.3
CC1CCN(c2cc(NC(=O)c3cccc(Cl)c3)ncn2)CC1 | -15.0
COc1ccccc1C(=O)NCCCc1ccc(N(C)C)cc1 | 13.0
CCOc1ccc(-c2noc(CSc3nc4ccccc4c(=O)n3CC)n2)cc1 | -1.0
O=C(CC(c1ccccc1)c1ccccc1)N1CCOCC1CO (stereo not drawn) | -10.0
Cn1cc(C(=O)NCC2Cc3ccccc3CO2)nn1 (stereo not drawn) | -4.0
CCNC(=O)c1csc(Nc2ccc(S(C)(=O)=O)cc2)n1 | 0.0
O=C(c1cc[nH]c(=O)c1)N1CCS[C@H](c2ccccc2)CC1 | -1.0
O=C(NCC[C@@H](CCO)c1ccccc1)c1ccccc1Br | -5.0
COCC(=O)Nc1ccc(-c2nc3cccnc3s2)cc1 | -5.0
Cc1ccc(-c2csc(Nc3nc4cc5c(cc4s3)OCO5)n2)o1 | -10.0&27.0
COc1ccc(-c2n[nH]c(=O)c3nc(C)sc23)cc1 | 0.0
C(=NNc1ncnc2nc[nH]c12)c1cccs1 | -0.1
COc1ccc(NC(=O)CN(C)S(=O)(=O)c2cccc3cnccc23)cc1OC | -4.0&7.0

Continued:
mol | SSB-PriA inh
COc1ccccc1/C=C/C(=O)NCC(=O)NN=C(CCC(=O)O)c1ccccc1 | 7.8
O=C(O)CCCC(=O)Nc1cc(Cl)ccc1-c1nc2ccccc2[nH]c1=O | -3.0
CC1CCN(C(=O)CSc2nnc3ccc(-c4ccco4)nn23)CC1 | 2.0
COc1ccccc1N1CCN(C(=O)Cc2csc3nc(-c4ccccc4)cn23)CC1 | 4.0
O=S(=O)(c1cccc(C(F)(F)F)c1)N1CCC(CSCc2ccco2)CC1 | 0.0
O=C(CSc1ncnc2scc(-c3ccccc3)c12)Nc1nsc(-c2ccccc2)n1 | -11.0&-8.0
O=C(Nc1nc(CCC(=O)N2CCN(c3ncccn3)CC2)cs1)NC1CCCCC1 | -9.0
Cc1ccc(Cl)cc1S(=O)(=O)N1CC(N2C(=O)C3CC=CCC3C2=O)C1 (stereo not drawn) | -22.0
Cc1ccccc1-c1ccc(N2CCN(S(=O)(=O)c3ccc4c(c3)OCCO4)CC2)nn1 | -11.0
O=S(=O)(c1cccs1)N1CCS[C@H](c2ccccc2Cl)CC1 | -7.0
CC(C)CNC(=O)C(=O)Nc1ccccc1C#N | -7.0
O=C(Cc1ccccc1Cl)NC1CCN(Cc2noc(-c3ccccc3)n2)C1 (stereo not drawn) | -6.0
CCS(=O)(=O)c1ccccc1C(=O)N1CC(=O)Nc2ccccc21 | -2.0
O=S(=O)(c1ccc2c(c1)OCCO2)N1CCc2ncncc2C1 | -3.0
CC(=NNC(=S)NCc1ccccc1)c1ccc(C)o1 | 9.9
O=C(COc1ccc2c(c1)OCO2)NCCOc1ccc(F)cc1 | -3.0&3.0
CCOC(=O)c1sc(NC(=O)CSc2nc3c(=O)n(C)c(=O)n(C)c3n2C)nc1C | -10.0&-1.0
O=C(COc1ccc(Cl)cc1Cl)NCc1ccc(C(=O)c2ccccc2)s1 | -7.0
CC1(C)CC(=O)C(=C(O)CCCN2C(=O)c3ccccc3C2=O)C(=NCCO)C1 | -11.9
Cc1ccc(NC(=O)CN2C(=O)c3ccccc3C2=O)c(C(=O)c2ccccc2)c1 | 11.0
C=CCNc1nn(CC(=O)Nc2ccc(C)cc2)c(N)c1-c1nc(-c2ccc(Cl)cc2)no1 | 3.0
O=C(NCc1nnc(SCc2ccc(Cl)cc2Cl)o1)c1cccc(C(F)(F)F)c1 | 0.0
CC(C)(C)c1ccc(OCC(O)CN)cc1 (stereo not drawn) | 9.0
CSc1ccc(-c2ccccn2)nn1 | 147.5*
Cc1nc2c(N)c(Cl)ccc2s1 | 2.0
Cc1nn(C2CCS(=O)(=O)C2)c2nc(-c3ccc(F)cc3)cc(C(=O)N3CCCC3)c12 (stereo not drawn) | -2.0
N#CCC(=O)NN=Cc1cc([N+](=O)[O-])ccc1N1CCOCC1 | 13.7
O=C(Nc1nc(-c2ccccn2)cs1)C1CCN(S(=O)(=O)c2ccc(F)cc2)CC1 | 20.0
O=C(Nc1cccs1)NC1CCC(Oc2cnccn2)CC1 (stereo not drawn) | -12.0
O=C(Cc1cc(-c2ccco2)on1)NC(c1ccccc1)c1ccccc1 | 0.0

The listing continues:
mol | SSB-PriA inh
COc1ccc(Cl)cc1C(=O)N(Cc1ccoc1)Cc1cccs1 | -11.0
O=C(Nc1cccnc1)c1cccn(Cc2cccc([N+](=O)[O-])c2)c1=O | 1.0
COc1ccccc1C1C(C(C)=O)=C(C)N=c2sc(=Cc3cc(OC)c(OC)c(OC)c3)c(=O)n21 (stereo not drawn) | -3.0
Cc1ccc2nc(N3CCN(C(=O)c4cnccn4)CC3)sc2c1 | -10.0
CCOc1ccc2nc(C(=O)OC)cc(Nc3ccc(Br)c(C)c3)c2c1 | -13.0
COc1ccc(-c2cn3c(C(=O)NCc4ccccn4)csc3n2)cc1 | -8.0
CN(CC(=O)NCc1ccc(F)cc1)S(=O)(=O)c1cccc2cnccc12 | -10.0&-10.0
COc1ccc(S(=O)(=O)Nc2cc(N3CCCS3(=O)=O)ccc2OC)cc1C | -11.0
